# Runt-SMMHC FRET: inhibitors of human RUNX1 Runt domain binding to CBFb-SMMHC; Q01196+Q13951; Cerulean-Runt/Venus-CBFb-SMMHC FRET ratio 530/480, 1 h; inhibition, % at 20 µM; 0.74% of 220,000 active; AID 1434;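 active means mean inhibition across duplicate retests at 20 µM reaching about 50%, limit read from the data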;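 further: 0% = DMSO wells and 100% = wells with excess untagged CBFb-SMMHC; inhibitors lower the FRET ratio by blocking Runt binding to CBFb-SMMHC; some results filed as inactive read as strong as hits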
# p97 ATPase inh: human p97 ATPase inhibition; P55072; recombinant p97 ATPase, Kinase-Glo ATP luminescence, 3 h; inhibition, % at 8 µM; 0.42% of 220,000 active; in the data active means inhibition above about 15%;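 further: 0% = DMSO vehicle and 100% = wells lacking enzyme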
# RBBP9 inhibitor: blocks human serine hydrolase RBBP9. recombinant RBBP9, FP-Rh probe fluorescence polarization. inhibition, % at 7.94 µM. 0.2% of 220,000 active. AID 1515;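 active means inhibition above the campaign mean of all tested compounds plus 3 SD, cut at about 14% in these data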;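 further: plate controls were DMSO wells with RBBP9 for no effect and wells lacking RBBP9 protein for full effect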
#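 system = RBBP9 protein | input = RBBP9 at 2.5 µM in dispensed solution, before mixing | measured by = fluorescence polarization (mP), excitation 525 nm, emission 598 nm | incubation = enzyme-compound preincubation 30 min, then probe labeling 45 min, 25 °C | buffer or medium = Tris-NaCl-Pluronic buffer, pH 8.0 | compound = single dose 7.94 µM | also added = FP-Rh probe, 375 nM dispensing solution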
# NPY Y1 blocker: blocks the human neuropeptide Y Y1 receptor; P25929; HEK293-CNG Y1 cells, membrane potential fluorescence; NPY at EC95, then isoproterenol; inhibition, % at 3.6 µM; 1% of 200,000 active; AID 1040;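 active means inhibition above the campaign mean inhibition of all tested compounds plus 3 SD, cut at about 20% in these data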;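 further: 0% = DMSO wells given NPY plus isoproterenol and 100% = isoproterenol alone without NPY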
#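 System: HEK293 cells with Y1 receptor plus CNG channel / Probe or stimulus: NPY 25 nM then isoproterenol 1 µM plus Ro 20-1724 25 µM / Compound: one concentration, 3.6 µM, in 0.4% DMSO / Schedule: compound incubation 1 h at room temperature, readout 45 min post-stimulation / Measured by: membrane potential fluorescence / Read-out: % inhibition of NPY effect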
# Runt-CBFb FRET: Runt domain-CBFb interaction inhibition. Q01196+Q13951. 0.46% of 220,000 active. inhibition, % at 20 µM. Cerulean-Runt/Venus-CBFb FRET ratio 530/480, 1 h;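 active means inhibition over about 50% at 20 µM in the single-dose screen, limit read from the data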;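 further: 0% = DMSO wells and 100% = excess unlabeled CBFb competitor control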
#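 Buffer or medium: Tris pH 7.5 buffer with BSA. Assay system: Cerulean-labeled Runt domain protein. Amount: each fluorescent fusion protein 100 nM. Read-out basis: loss of energy transfer signal. Incubation: 1 h compound exposure, room temperature. Probe or stimulus: Venus-CBFb binding partner, 100 nM. Detection: FRET, excitation 422 nm, emission at 530 and 480 nm.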
# Hck Nef HTS: inhibitors of human Hck kinase activated by Nef. Recombinant Hck-YEEI plus Nef, Z-Lyte FRET kinase assay. 0.68% of 220,000 active. inhibition, % at 20 µM;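 active means Hck-Nef kinase inhibition above about 50%, limit read from the data; inactive means inhibition below that limit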;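 further: 0% = DMSO with Hck plus Nef and 100% = Hck alone without Nef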
# Target sequence (P08631 whole entry, looked up): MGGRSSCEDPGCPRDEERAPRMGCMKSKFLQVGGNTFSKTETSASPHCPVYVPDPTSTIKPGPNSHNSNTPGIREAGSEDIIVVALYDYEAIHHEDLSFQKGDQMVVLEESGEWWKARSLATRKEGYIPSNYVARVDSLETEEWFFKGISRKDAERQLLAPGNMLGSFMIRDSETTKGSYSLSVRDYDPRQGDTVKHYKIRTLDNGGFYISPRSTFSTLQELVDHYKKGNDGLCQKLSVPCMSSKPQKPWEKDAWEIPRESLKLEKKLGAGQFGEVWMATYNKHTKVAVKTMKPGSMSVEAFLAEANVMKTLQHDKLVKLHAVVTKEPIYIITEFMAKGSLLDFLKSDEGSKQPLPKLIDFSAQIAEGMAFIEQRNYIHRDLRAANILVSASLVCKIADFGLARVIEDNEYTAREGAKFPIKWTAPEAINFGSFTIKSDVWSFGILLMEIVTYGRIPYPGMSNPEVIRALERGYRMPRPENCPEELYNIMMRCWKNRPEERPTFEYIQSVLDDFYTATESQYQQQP
# NPY-Y2 PAM-ag: human NPY-Y2 potentiation or agonism, primary screen | P49146 | cells expressing NPY-Y2, potentiator/agonist read-out | activation, % at 3.6 µM | 0.45% of 220,000 active | AID 1359; in the data active means activation above about 27%;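 further: cells stimulated with NPY near EC25 plus isoproterenol at EC100; 0% = vehicle plus submaximal agonist and 100% = vehicle plus saturating agonist; some results beyond the cut were filed as inactive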
# MDM2 E3 inh: inhibitors of human Mdm2 E3 ubiquitin ligase; Q00987; cell-based MDM2 ubiquitination luciferase reporter, 2 h; 0 = plate control, 100 = twice control, blank-subtracted; signal enhancement, % at 5 µM; 0.11% of 210,000 active; AID 1230;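 active means signal enhancement of 30% or more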;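 further: luminescence tracks abundance of the self-degrading MDM2-luciferase fusion protein; higher signal means inhibition of MDM2 E3 ligase activity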
# Target sequence (Q00987 whole entry, looked up, the tested form may be a part): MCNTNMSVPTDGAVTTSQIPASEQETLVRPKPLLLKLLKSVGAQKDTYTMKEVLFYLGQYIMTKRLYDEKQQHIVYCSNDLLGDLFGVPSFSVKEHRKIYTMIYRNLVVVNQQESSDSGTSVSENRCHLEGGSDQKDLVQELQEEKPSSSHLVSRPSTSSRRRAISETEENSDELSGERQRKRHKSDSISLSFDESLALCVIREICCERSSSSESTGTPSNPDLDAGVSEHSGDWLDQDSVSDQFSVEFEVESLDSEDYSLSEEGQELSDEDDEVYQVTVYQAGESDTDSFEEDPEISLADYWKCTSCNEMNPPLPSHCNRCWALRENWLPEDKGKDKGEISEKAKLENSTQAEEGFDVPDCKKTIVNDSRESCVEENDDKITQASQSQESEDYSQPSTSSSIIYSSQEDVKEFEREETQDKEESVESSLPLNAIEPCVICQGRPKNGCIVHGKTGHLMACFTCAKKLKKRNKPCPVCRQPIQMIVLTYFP
#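 Assay system: mammalian cells stably expressing self-ubiquitinating, self-degrading MDM2 E3–luciferase fusion. Quantity: 2000 cells in each well. Medium: DMEM culture medium. Compound dosing: single-point 5 µM. Timing: cell settling 4 h, compound treatment 2 h, both 37 °C. Technique: luciferase luminescence. Read-out basis: percent signal gain over controls, blank-subtracted. Benchmarks: plate controls and plate blanks.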
# NPY-Y1 PAM-ag: potentiators or agonists of human neuropeptide Y receptor Y1; NPY-Y1 expressing cells, potentiator/agonist activation; P25929; activation, % at 3.6 µM; 0.37% of 220,000 active; in the data active means activation above about 33%, passing the limit was not always enough;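 further: cells stimulated with NPY at EC10 then isoproterenol at EC100; 0% = low agonist plus stimulus and 100% = saturating agonist plus stimulus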
# The depositor's hits bear a star; . = no result given. Outcome played no part in choosing rows; any-hit rate near 3.5%.
SMILES,Runt-SMMHC FRET,p97 ATPase inh,RBBP9 inhibitor,NPY Y1 blocker,Runt-CBFb FRET,Hck Nef HTS,NPY-Y2 PAM-ag,MDM2 E3 inh,NPY-Y1 PAM-ag
Cc1ccccc1NC1=NCC(c2ccc([N+](=O)[O-])cc2)S1 (configuration not stated),1,-1,-11,5,0,2,10,-13,17
CCCN(CCC)Cc1cc(=O)oc2cc3c(cc12)CCC3,1,0,-4,.,-3,4,-22,-8,-39
S=C(NC1CCCC1)N1CCN(c2ccccn2)CC1,-2,2,5,4,0,3,-10,-9,0
Nc1ccc(S(N)(=O)=O)cc1N,2,6,-10,.,7,17,0,.,-11
Cc1ccc2oc(=S)n(C)c2c1,1,2,-5,0,-1,4,1,-9,10
CCc1cccc(NC2c3ccccc3C(=O)N2c2cccnc2)c1 (configuration not stated),2,-1,-9,-4,1,-5,-3,-4,12
COc1ccc(-c2noc(CN3CCOCC3)n2)cc1OC,-1,1,-11,-3,2,0,8,1,-26
CCOC(=O)C(=CNNc1ccsc1C(=O)OC)C(=O)OCC,-2,-3,0,.,3,13,0,-27,11
Cc1cc(C)c2nc(N3CCC(C(=O)NCc4cccnc4)CC3)sc2c1,-3,-2,-8,-2,-11,18,9,-26,2
CCO[C@@H]1OC(C(N)=O)=C[C@H](c2ccccc2)[C@H]1CCCO,-1,-2,-3,-5,1,-3,-6,.,7
CC1CCCN(Cc2cccc(Oc3ccccc3)c2)C1 (configuration not stated),-4,-5,4,25*,.,1,-10,-2,-13
CCOC(=O)C1CCN(C(=O)CN(c2ccc(Cl)c(C(F)(F)F)c2)S(C)(=O)=O)CC1,-3,-1,1,1,-4,2,22,-3,-1
COC(=O)c1ccccc1NC(=O)C1CC(=O)N(c2ccc(C)cc2)C1 (configuration not stated),-1,-2,-4,7,0,7,15,-3,-4
CC(C)NC(=S)N/N=C1\CCCCC1C1CCCCC1 (configuration not stated),-2,-5,-4,-5,2,20,10,-28,10
O=C(CN(c1ccccc1)S(=O)(=O)c1ccc(Cl)cc1)Nc1ccccc1C(=O)N1CCCC1,0,1,2,-1,0,0,1,-7,4
CC(=O)c1ccc(C)cc1OC(=O)c1cccc(F)c1,3,6,3,1,-1,0,-4,-5,9
O=[N+]([O-])c1ccccc1-c1ccc(C(=S)N2CCN(c3ccccc3)CC2)o1,-3,9,-4,.,36,-8,-11,-1,-6
O=C(Nc1ccc(Cl)cc1)Nc1nc(-c2ccccc2O)cs1,2,2,1,.,4,3,1,.,30
N#Cc1c(-c2ccncc2)c2c([nH]c1=S)CCCC2,9,-1,-6,1,10,2,-9,-17,-9
Cc1ccc(S(=O)(=O)N2CCCCC2)cc1NC(=O)COC(=O)c1ccccc1F,0,0,-8,5,-1,15,8,-10,1

# Next part; it opens with the 4 that closed the last part.
SMILES,Runt-SMMHC FRET,p97 ATPase inh,RBBP9 inhibitor,NPY Y1 blocker,Runt-CBFb FRET,Hck Nef HTS,NPY-Y2 PAM-ag,MDM2 E3 inh,NPY-Y1 PAM-ag
O=[N+]([O-])c1ccccc1-c1ccc(C(=S)N2CCN(c3ccccc3)CC2)o1,-3,9,-4,.,36,-8,-11,-1,-6
O=C(Nc1ccc(Cl)cc1)Nc1nc(-c2ccccc2O)cs1,2,2,1,.,4,3,1,.,30
N#Cc1c(-c2ccncc2)c2c([nH]c1=S)CCCC2,9,-1,-6,1,10,2,-9,-17,-9
Cc1ccc(S(=O)(=O)N2CCCCC2)cc1NC(=O)COC(=O)c1ccccc1F,0,0,-8,5,-1,15,8,-10,1
Cc1noc(C)c1COC(=O)CNC(=O)c1cccc(F)c1,-10,3,-7,2,-1,18,-8,-11,-6
COc1ccccc1N1CCN(c2ncnc3c2oc2ccccc23)CC1,-3,-9,-7,3,-7,0,-21,-7,-5
CC(=O)N1CCC(N(C(=O)Nc2ccc(F)cc2)C2CCCC2)CC1,-2,-6,-6,2,2,-1,-4,-11,-9
Cc1ccc(SCC(=O)Nc2ccc(S(N)(=O)=O)cc2)cc1,0,0,-10,3,-1,23,13,-7,4
CCc1ccccc1NC(=O)/C(=C/c1ccco1)c1ccccc1,-11,-4,-5,22*,6,-2,0,-8,6
Cc1ccc(-n2c(SCC3CCCCO3)nnc2-c2ccco2)cc1 (configuration not stated),-2,-3,1,-1,0,-9,14,-4,-1
CC(C)Oc1ccccc1/C=N/Nc1ccccc1[N+](=O)[O-],-5,6,-4,3,-8,2,0,-5,-14
CCCn1c(N)c(C(=O)CSc2nnc(-c3cccnc3)n2-c2ccc(C)cc2C)c(=O)[nH]c1=O,0,-3,-13,4,-1,-2,-15,-5,-3
COc1cccc(/C=N/NC(=O)CSCC(=O)Nc2ccccc2)c1O,-2,2,-11,8,-6,1,5,1,-16
COc1cc(/C=C/c2cc(C(F)(F)F)[nH]c(=O)n2)cc(OC)c1OC,-17,-3,1,-3,-5,10,0,6,7
CC1CC(C)CN(CCOc2cccc(Cl)c2Cl)C1 (configuration not stated),0,-7,-9,14,-2,-51,-14,1,-6
Cc1onc(-c2ccccc2Cl)c1C(=O)Nc1ccc(F)c(F)c1,1,7,0,-5,-2,1,-14,-2,-9
Cc1ccc(-c2cc(C(F)F)n3ncc(C(=O)NN4CCCCC4)c3n2)cc1,2,-1,-5,4,-2,18,-12,-9,2
COc1ccc(C(=O)CC(=O)c2ccccc2O)cc1OC,0,0,-10,6,-1,-8,-1,-8,-5
Cc1ccc(C)n1NC(=O)c1ccc(Cl)cc1,-2,4,-2,0,2,-18,13,-15,3
CCCC(c1nnnn1Cc1cccs1)N1CCN(C)CC1 (configuration not stated),-2,2,-3,2,0,18,-10,-9,-11
C=CCNC(=S)NNc1nc(Nc2ccccc2)nc(N2CCCCC2)n1,0,5,-11,-1,-2,19,1,4,20
CCC/C(O)=C1\C(=O)CC(c2ccccc2)CC1=NCCc1c(C)[nH]c2ccc(C)cc12 (configuration not stated),1,-4,-5,4,-2,-10,-10,.,-5
COc1ccc(C)cc1NC(=O)CCC(=O)Nc1nnc(C(F)(F)F)s1,0,-1,5,2,1,1,4,-10,-10
Cc1cccc(C)c1NC(=O)Cn1c(=O)n(CCC(=O)NCc2ccco2)c(=O)c2sccc21,0,-7,-7,9,-4,2,8,-9,-24
CC(=O)N1CCN(c2nc(N)c(C#N)c(CC#N)c2C#N)CC1,-1,6,-3,.,4,6,-9,-6,-10
Clc1ccc(Cn2cccc2C2=NCCO2)cc1,-4,-1,-2,6,-1,-1,-12,4,-55
COc1ccc(C(=S)N2CCNCC2)cc1,-1,-3,1,5,2,-1,-7,0,-2
CCOC(=O)C1=C(c2ccccc2)NC(SCC)=C(C#N)C1c1cccnc1 (configuration not stated),-2,-1,-3,3,0,-1,5,0,-10
COC(=O)c1cccc(NC(=S)NCc2ccc(Cl)cc2)c1,0,2,-9,9,-1,1,5,-6,-17
CCOCCCNc1nc(C)nc2c1nnn2Cc1c(F)cccc1Cl,0,-1,8,-2,-3,-5,6,-7,22
CC(C)(C)NC(=O)NC(=O)CN1CCN(c2cccc(Cl)c2)CC1,0,3,-5,.,2,16,-3,.,30
Cc1sc2nc(SCC(=O)NCc3ccco3)n(CCc3ccccc3)c(=O)c2c1C,-2,3,7,-7,-1,2,7,-8,5
CCC(=O)N1CCc2cc(S(=O)(=O)CCC(=O)NCCc3ccc(OC)c(OC)c3)ccc21,-31,5,-6,-3,0,4,-3,-10,-33
CS(=O)(=O)N1CCN(C(=O)c2csc3ccccc23)CC1,4,6,-2,4,1,1,10,-9,-7
COc1ccccc1Nc1nc(-c2cccc([N+](=O)[O-])c2)nc2ccccc12,-7,1,-4,6,1,0,11,4,-11
Cn1nnnc1-c1cc(Cl)cc(Cl)c1,-4,0,-1,-1,-3,21,-6,1,4
COC(=O)C1=C(C)NC2=C(C(=O)CCC2)C1c1cn(Cc2ccc(Br)cc2)nc1-c1ccccc1 (configuration not stated),41,4,-4,15,6,20,-29,11,-13
CN=C1SC(CC(=O)Nc2cccc(Cl)c2Cl)C(=O)N1C (configuration not stated),-39,0,-3,0,-2,0,-2,-11,5
Cn1cnnc1SCC(=O)Nc1c(F)cc(F)cc1Br,3,-5,2,-2,1,-2,-20,-17,-8
N#CC(c1ccccc1F)(c1ncc(C(F)(F)F)cc1Cl)N1CCOCC1 (configuration not stated),4,2,-6,7,-2,3,1,-15,7
O=S(=O)(Nc1cccc2nsnc12)c1ccccc1,-24,3,-9,4,-2,-13,6,-14,5
Cc1ccc(NC(=O)CO/N=C(\N)c2nonc2N)cc1C,2,-8,-1,-1,1,-1,2,-4,-13
CCCOc1ccc(S(=O)(=O)NCCN2CCOCC2)c2ccccc12,-2,-6,3,1,-2,1,-19,-7,-34
CC(C)NCCOCCOc1ccccc1F,-2,-7,1,7,1,1,-16,-22,-7
COc1ccc(C(CNC(=O)c2ccc(C)c(S(=O)(=O)N3CCCCC3)c2)N(C)C)cc1OC (configuration not stated),-4,2,5,6,1,-1,13,-5,-9
CC(C)(C)N1CCC1C(N)=O (configuration not stated),-4,10,18*,.,4,-5,6,-9,33
Cc1cc(N)n2nc(C)c(-c3ccccc3)c2n1,-11,7,-4,-1,95*,2,19,-6,1
COc1ccc(C(=O)CC(c2ccccc2)S(=O)(=O)c2ccc(C)cc2)cc1 (configuration not stated),0,3,-4,-3,-4,3,9,5,-5
Cn1c(SCC(=O)N/N=C/c2cc([N+](=O)[O-])ccc2O)nnc1-c1ccccc1,-1,8,1,.,0,12,-7,-1,27
O=C(C1CCCO1)N1CCN(c2ccc(F)cc2)CC1 (configuration not stated),2,1,-4,-2,-1,1,2,-21,26
CC(=O)c1ccc(NC(=O)C(C)n2c3ccccc3c3nc(=O)cc(C)n32)cc1 (configuration not stated),-5,3,5,.,4,8,2,2,-9
N=C1S/C(=C\c2ccc(O)cc2)C(=O)N1c1ccc(F)cc1,-34,4,2,2,-15,31,1,9,-16

# Compound activity deposited in PubChem by several laboratories.
